GLP-1R inv ag: acts as inverse agonist at human GLP-1 receptor | P43220 | HEK293 GLP-1R CRE-luciferase, luminescence, 24 h; GLP-1R form is constitutively active | Potency, µM (series often up to 38.3 µM), without a hit: top-dose activity change, negative = inhibition, most hits filed as inhibitors | 1.6% of 410,000 active | AID 624417; also: potency is read from the fitted curve at half-maximal effect; % is scaled to controls: 0 for no effect and ±100 for the full control effect; nearly all actives have a fitted effect of over 55% in size
Target sequence (P43220 whole entry, looked up): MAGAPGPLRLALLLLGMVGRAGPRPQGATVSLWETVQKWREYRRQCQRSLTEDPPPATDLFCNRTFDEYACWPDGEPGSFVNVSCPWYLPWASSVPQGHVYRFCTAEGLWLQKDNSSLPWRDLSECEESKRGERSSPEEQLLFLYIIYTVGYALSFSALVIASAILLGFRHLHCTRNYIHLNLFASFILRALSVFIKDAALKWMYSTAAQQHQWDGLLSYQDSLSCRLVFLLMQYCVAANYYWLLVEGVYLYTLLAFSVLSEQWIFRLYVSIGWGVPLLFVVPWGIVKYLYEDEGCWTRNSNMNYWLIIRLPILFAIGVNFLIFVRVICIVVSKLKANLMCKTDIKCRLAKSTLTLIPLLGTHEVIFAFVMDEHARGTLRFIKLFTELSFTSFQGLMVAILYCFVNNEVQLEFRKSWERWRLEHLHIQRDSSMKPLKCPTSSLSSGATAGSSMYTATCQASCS
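Assay principle: reduced luminescence from a cAMP-responsive reporter in HEK293 cells co-expressing a constitutively active GLP-1R. Conditions: 24 hr compound incubation, 37 deg C, 5% CO2.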
PTHR1 agonist: PTHR1 (human) receptor agonism. Q03431. HEK293 GP2 PTHR1 cells, GloSensor cAMP luminescence, 1 h. Potency, µM (doses to about 115 µM), for the others: at the top dose activation, usual class: activators. 0.075% of 410,000 active; also: potency is read from the fitted curve at half-maximal effect; nearly all actives have a fitted effect of over 55% in size; some results filed as inactive show a strong effect at the top dose; inactives centre near -15; many of its hits are not listed in these tables
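HEK-293-derived GP2 cells expressing PTHR1 and a GloSensor cAMP reporter, 3,000/well, plated overnight, given luciferin plus IBMX (each 0.5 mM as added) for 1 h at 37 °C, then compound for 1 h at 37 °C. Luminescence was read after 15 min at room temperature.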
FUS suppressor: rescues growth of FUS-expressing yeast; S. cerevisiae FUS-expressing, growth rescue, OD600, 24 h; Potency, µM (titrated, usually from 76.6 µM), for the others: at the top dose growth rescue (activation), actives largely listed as activators; 0.24% of 390,000 active; AID 1347120;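 also: potency is read from the fitted curve at half-maximal effect; plate controls were DMSO vehicle for no effect and reference control for full effect; nearly all actives have a fitted effect of over 55% in size; some results filed as inactive show a strong effect at the top dose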
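Quantitative HTS measuring growth restoration of FUS-toxic yeast. Galactose-induced cells (OD 0.005) were exposed 24hr at 30C to compounds at several concentrations, then absorbance at 600 nm was recorded.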
TDP43 rescue: rescues yeast growth from TDP-43 toxicity | TDP-43 expressing yeast growth rescue, BacTiter-Glo, 24 h | Potency, µM (series often up to 46.1 µM), for the others: at the highest dose growth rescue (activation), most hits filed as activators | 1.8% of 410,000 active | AID 652104; also: potency is read from the fitted curve at half-maximal effect; % of control where 0% means no effect; nearly all actives have a fitted effect of over 50% in size
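Readout is BacTiter-Glo luminescence of cell growth, so inhibitors register as activators. TDP-43-expressing yeast at OD600=0.02 in galactose medium, after raffinose pregrowth to mid-log, were incubated with compound for 24 hr at 30 deg C.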
Abeta yeast res: restores growth of yeast expressing A-beta42 peptide. yeast expressing A-beta42, growth rescue, OD600, 48 h; response scale: 0% DMSO, 100% iron-clioquinol control. Potency, µM (top dose mostly 46.1 µM), without a hit: at the highest dose growth rescue, usual class: activators. 0.063% of 410,000 active. AID 1347071; also: potency is read from the fitted curve at half-maximal effect; nearly all actives have a fitted effect of over 55% in size
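Yeast growth medium received pinned compounds, then yeast cells expressing toxic A-beta were added; plates incubated at 30 C for 48 hr. Growth read as absorbance at 600 nm, normalized to DMSO and equimolar FeCl3 plus clioquinol controls.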
aSyn yeast inh: rescues yeast growth from alpha-synuclein toxicity; AID 652106; Yeast expressing alpha-synuclein, growth rescue, BacTiter-Glo, 24 h; Potency, µM (titrated, usually from 46.1 µM), for the others: top-dose growth rescue (activation), most hits filed as activators; 0.14% of 370,000 active; also: potency is read from the fitted curve at half-maximal effect; % of control where 0% means no effect; nearly all actives have a fitted effect of over 65% in size
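Readout is rescue of growth in alpha-synuclein-expressing yeast, so inhibitors of toxicity appear as activators. Growth after 24 hr at 30 deg C in galactose medium is quantified by luminescence.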
GLP-1R agonist: agonists of human GLP-1 receptor. P43220. HEK293 GLP-1R CRE-luciferase, luminescence, 4-6 h; cells express a hypersensitive GLP-1R form. Potency, µM (doses to about 45.6 µM), for inactives: at the highest dose activation, actives largely listed as activators. 0.007% of 380,000 active. AID 624172; also: potency is read from the fitted curve at half-maximal effect; % of control where 0% means no effect
D3 antag: D3 dopamine receptor (human) antagonism; AID 652054; P35462; 2.5% of 360,000 active; D3R cells, DiscoveRx beta-arrestin luminescence, antagonist mode; hits give low values; max response, negative = inhibition, %; in the data active = max response below about -50%; inconclusive = no clear call, values can overlap the other calls; also: % is scaled to controls: 0 for no effect and ±100 for the full control effect; mostly tested at two doses, the higher about 12 µM
Target sequence (P35462 whole entry, looked up): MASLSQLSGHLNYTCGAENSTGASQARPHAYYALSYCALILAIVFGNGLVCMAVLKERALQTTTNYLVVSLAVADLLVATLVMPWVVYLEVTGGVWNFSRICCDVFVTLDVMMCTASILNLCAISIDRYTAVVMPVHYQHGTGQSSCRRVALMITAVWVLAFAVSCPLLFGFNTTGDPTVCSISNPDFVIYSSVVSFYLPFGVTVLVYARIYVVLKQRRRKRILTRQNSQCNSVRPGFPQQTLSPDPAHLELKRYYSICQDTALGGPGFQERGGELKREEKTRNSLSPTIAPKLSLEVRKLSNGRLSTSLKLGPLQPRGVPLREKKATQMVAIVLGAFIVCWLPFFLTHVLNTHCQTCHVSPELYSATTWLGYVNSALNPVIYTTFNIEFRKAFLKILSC
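Cells plated overnight at 1500 cells/well, then exposed to library compounds with dopamine controls for 90 minutes at 37 degrees C. DiscoveRx reagent added for 30–60 minutes at room temperature; luminescence read, quantitative HTS format.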
Akt phos inh: blocks phosphorylation of Akt | 0.32% of 360,000 active | Neuro2A IGF-stimulated pAkt S473 HTRF, 20 min; hits give low values | activity change, % for hits at 50 µM; in the data active = activity change below about -80%; inconclusive = mostly about -51% to -80%; also: % is scaled to controls: 0 for no effect and ±100 for the full control effect
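Neuro2A cells in DMEM with 0.5% FBS, overnight at 37 deg C, given compound at single 50 µM final, then IGF (6 nM final) for 20 min at 37 deg C. Lysed; phospho-Akt Ser473 by HTRF after 24 h, 665/615 ratio.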
An asterisk follows results filed as active; i = inactive; u = inconclusive; x = no result given; [ ] = remark or other dose. Unless noted, calls follow the shape of the dose curve; as a rule, active = well fitted curve in the direction sought with a large enough effect; inconclusive = small, poorly fitted or top-dose-only effect, or another doubt; inactive = no such curve, though single readings can be large; an effect the other way counts as inactive or inconclusive.

smiles	GLP-1R inv ag	PTHR1 agonist	FUS suppressor	TDP43 rescue	Abeta yeast res	aSyn yeast inh	GLP-1R agonist	D3 antag	Akt phos inh
CC(=NCCc1ccccc1)C1=C(O)CSC1=O	14%	-18%	8%	0%	-15%	18%	3%	-23	i
O=c1ccc2ccc(O[C@@H]3O[C@H](CO)[C@@H](O)[C@H](O)[C@H]3O)c(O)c2o1	27%	-25%	-3%	22%	4%	-1%	-4%	29	i
COc1cc(OC)cc(C(=O)Nc2ccc(NC(=O)c3ccco3)c(C)c2)c1	2%	i	27%	-15%	-7%	0%	9%	8	i
O=C(O)c1cccc(S(=O)(=O)NCCC(c2ccccc2)c2ccccc2)c1	-3%[7.66 µM]	-24%	18%	-26%	9%	0%	-3%	1	i
Cc1nc(SCC(=O)Nc2cc(C)on2)c2c(=O)n(C)c(=O)n(C)c2n1	6%	-16%	-23%	13%	-2%	-2%	0%	12	i
CC(C)CC(CO)N1CCN(C(=O)c2cccc(Cl)c2)CCC1=O (configuration not stated)	3%	23%	-35%	0%	-20%	-1%	-3%	0	i
CC(OC(=O)c1snc(C(=O)NC2CCCCC2)c1N)C(=O)NC(C)(C)C (configuration not stated)	u	-94%[inhibitor]	14%	5%	-2%	11%	-1%	9	i
CCCCNC(=O)CN1C(=O)NC2NC(=O)NC21 (configuration not stated)	3%	-42%	-24%	13%	1%	1%	0%	17	i
CCOC(=O)N1CCC(N2Cc3cccc(C(=O)Nc4ccc(CC)cc4)c3C2=O)CC1	u	i	12%	25µM*	0%	14%	-8%	37	i
Cc1ccc(CNC(=O)c2cnc3c(-c4ccccc4)c(C)nn3c2C)o1	-24%	-22%	2%	u	-12%	x	x	x	x
CC1CCN(C(=S)NC(=O)c2ccc(F)cc2)CC1	-27%	-18%	x	-27%	-22%	-15%	0%	-15	i
C[C@H]1CCC(=O)N([C@H](CN=[N+]=[N-])Cc2ccccc2)CC1	12%	14%	-10%	7%	-9%	6%	6%	u	i
Cc1cc(SCC(=O)OCC(=O)N(CCC#N)c2ccccc2)nc2ccccc12	8%	i	13%	u	24%	16%	-1%	-2	i
COC(=O)c1c(NC(=O)c2nc(SC)ncc2Cl)sc2c1CCCC2	8%	10%	-32%	23%	0%	x	x	x	x
CON(C)S(=O)(=O)c1cccc(C(=O)N(CC(=O)Nc2ccccc2C(F)(F)F)Cc2ccco2)c1	-21%	-11%	39%	9%	10%	8%	7%	14	i
O=C(CN1CCOCC1)Nc1nc(-c2ccc3c(c2)CCN3S(=O)(=O)c2ccccc2)cs1	-19%	-20%	31%	15%	7%	3%	0%	17	i
CC1CCCC(NCC(O)COC(c2ccc(F)cc2)c2ccc(F)cc2)C1C (configuration not stated)	u	i	15%	-5%	24%	-6%	-1%	-9	i
NNC(=O)c1nnn(-c2nonc2N)c1CN1CCc2ccccc2C1	u	-9%	11%	-22%	-5%	-2%	7%	-8	i
COC/C=C/C1=CC2=CC(=O)C(C)(OC(=O)c3cnc4ccccc4n3)C(=O)C2=CN1CC1CC1 (configuration not stated)	14%	i	36%	10%	-1%	-1%	4%	20	i
N#Cc1ccc(-n2nnc3ccccc3c2=O)c([N+](=O)[O-])c1	12%	i	-7%	4%	2%	1%	-3%	-2	i
CC(=O)COc1ccccc1OC(=O)c1ccco1	1%	-11%[57.5 µM]	11%	3%	16%	6%	-16%	-11	i
CC(C)c1nc2sc3c(NCc4ccccc4)ncnc3c2c2c1COC(C)(C)C2	-23%	-2%[57.5 µM]	12%	-11%	5%	2%	20%	-15	u
NC(=O)CC(NC(=O)Cc1ccc(Cl)cc1)c1ccc(NCCCN2CCCC2=O)c([N+](=O)[O-])c1 (configuration not stated)	2%	7%	-13%	-7%	0%	-1%	-2%	-23	i
O=C(NCCc1c[nH]c2ccccc12)/C(=C\c1cccnc1)NC(=O)c1ccccc1F	4%	i	15%	-4%	5%	-6%	9%	22	i
COC(=O)c1sccc1NC(=O)Nc1cc(OC)ccc1OC	5%	i	2%	18µM*	5%	9%	1%	5	i
Cc1ccc(S(=O)(=O)N(C)C)cc1NC(=O)C1CCN(C(=O)Nc2ccccc2)CC1	48%[activator]	i	3%	-5%	-3%	-3%	8%	-1	i
Cc1ccc(C(=O)OCC(=O)NCc2cccs2)cc1C	-14%[7.66 µM]	i	10%	-7%[9.22 µM]	-14%	0%	16%	13	i
CC(C)Oc1ccc(Br)cc1C(=O)N/N=C/c1c[nH]c2ccccc12	u	-6%	u	8%	21%	1%	19%	57	i
COc1ccc(/C=N/NC(=O)Nc2cccc3nsnc23)c(OC)c1	20%	i	-2%	6%	18%	9%	0%	51	i
O=C(NCC1OCCc2ccccc21)c1ccco1 (configuration not stated)	-3%	i	-5%	-20%	10%	-4%	5%	-7	i

Some of these compounds in order of formula weight, lowest first:
smiles	GLP-1R inv ag	PTHR1 agonist	FUS suppressor	TDP43 rescue	Abeta yeast res	aSyn yeast inh	GLP-1R agonist	D3 antag	Akt phos inh
CC(OC(=O)c1snc(C(=O)NC2CCCCC2)c1N)C(=O)NC(C)(C)C (configuration not stated)	u	-94%[inhibitor]	14%	5%	-2%	11%	-1%	9	i
CC(C)Oc1ccc(Br)cc1C(=O)N/N=C/c1c[nH]c2ccccc12	u	-6%	u	8%	21%	1%	19%	57	i
O=C(NCCc1c[nH]c2ccccc12)/C(=C\c1cccnc1)NC(=O)c1ccccc1F	4%	i	15%	-4%	5%	-6%	9%	22	i

Some of these compounds in order of the D3 antag value, largest number first:
| Compound | D3 antag |
| --- | --- |
| COc1ccc(/C=N/NC(=O)Nc2cccc3nsnc23)c(OC)c1 | 51 |
| O=C(CN1CCOCC1)Nc1nc(-c2ccc3c(c2)CCN3S(=O)(=O)c2ccccc2)cs1 | 17 |
| O=C(O)c1cccc(S(=O)(=O)NCCC(c2ccccc2)c2ccccc2)c1 | 1 |
| Cc1cc(SCC(=O)OCC(=O)N(CCC#N)c2ccccc2)nc2ccccc12 | -2 |
| NNC(=O)c1nnn(-c2nonc2N)c1CN1CCc2ccccc2C1 | -8 |

(continued)
smiles	GLP-1R inv ag	PTHR1 agonist	FUS suppressor	TDP43 rescue	Abeta yeast res	aSyn yeast inh	GLP-1R agonist	D3 antag	Akt phos inh
Cc1cc(C)c(S(N)(=O)=O)c(C)c1N(C)S(=O)(=O)c1ccc(Cl)cc1	u	-19%	7%	-2%	9%	6%	2%	1	i
CCOC(=O)CN(C(=O)Cn1nnc2ccccc21)C(C(=O)NCCOC)c1ccccc1 (configuration not stated)	0%	i	2%	2%	9%	0%	-6%	-13	i
CC(C)CC1NC(=O)N(CC(=O)Nc2cc(S(=O)(=O)N3CCOCC3)ccc2Cl)C1=O (configuration not stated)	0%	-13%	-4%	5%	4%	1%	-3%	-7	i
Cc1ccccc1Nc1nc(CSc2nnnn2-c2ccccc2)cs1	u	i	31%	12%	5%	-1%	-42%[inhibitor]	28	x
CC(=O)Nc1ccc(S(=O)(=O)N2CCC(C(=O)NCc3ccncc3)CC2)cc1	8%	i	-15%	10%	-1%	4%	-2%	18	i
C[C@H](NC(=O)c1cc2cc(Cl)ccc2n1C)C(=O)N1CCC(C(=O)O)CC1	40%[activator]	-17%	16%	-6%	-20%	-3%	11%	-8	i
Cc1cccc(NC(=O)COC(=O)c2cccc(S(=O)(=O)N3CCCCCC3)c2)c1	-17%	-87%[inhibitor]	u	19%	14%	10%	2%	4	i
CCN1CCC(N(Cc2cccc(OC)c2)C(=O)Nc2cccc(C(F)(F)F)c2)CC1	u	i	-6%	13%	17%	x	x	x	x
COc1ccc(-c2cn3nc(N4CCC(C(=O)Nc5ccc(Cl)cc5C)CC4)sc3n2)cc1	4%	i	-5%	0%	-12%	x	x	x	x
Cc1cc([N+](=O)[O-])ccc1-c1ccc(/C=N/NC(=O)c2ccc(Br)o2)o1	14%	-10%	16%	30%	9%	-9%	5%	-54*	i
COc1cccc(-c2nnc(SCC3CNC(=O)O3)n2-c2ccc(Cl)cc2)c1 (configuration not stated)	-7%	i	9%	3%	-5%	1%	4%	-14	i
CC(C)C(=O)N1CCN(c2ccc(NC(=O)c3cccs3)cc2)CC1	5%	-5%	20%	-2%	-3%	-3%	-3%	13	i
O=C(Nc1cc2c(cc1C(=O)c1ccc(Br)cc1)OCCO2)c1ccc(Cl)cc1	0%	i	-11%	21%	-20%	x	x	x	x
O=c1ccc(-c2ccc(S(=O)(=O)NCC3CCN(Cc4cccc(F)c4)CC3)s2)n[nH]1	6%	u	5%	-4%	-4%	-9%	1%	-9	i
CC1=C(C)CC2C(C1)C(=O)c1ccc(Br)cc1S2(=O)=O (configuration not stated)	17%	i	-15%	5µM*	-57%[inhibitor]	-3%	-7%	-9	i
CN(C)C(=O)OCc1c(-c2ccccc2)ncc2ccccc12	27%	-55%[inhibitor]	-1%	27%	2%	0%	-3%	9	i
Cc1ccc(C(=O)n2c(-c3ccccc3)cnc2SCC(=O)Nc2ccc(C)cc2C)cc1	u	-8%	x	3%	5%	0%	-9%	0	i
CN(CCC1CCOCC1)C(=O)CC1C(=O)NCCN1Cc1ccccc1F (configuration not stated)	11%	i	x	-12%	9%	3%	0%	10	i
COc1cccc(NC(=O)C2CCN(S(C)(=O)=O)CC2)c1	-2%	-7%[57.5 µM]	-9%	0%	-5%	-5%	-2%	-23	i

Screening results as filed in PubChem BioAssay.

The list is partial; count on the stated rates, not on these rows.
